# CendR NRP1 mod – modulators of CendR peptide binding to NRP-1, primary screen, biochemical, fluorescence polarization, uHTS. Neuropilin-1 (Homo sapiens), O14786. FAM-RPARPAR peptide binding to NRP-1. inhibition, % at 25 µM. 360,000 tested, 0.85% active. AID 602438, 2012;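 active = inhibition or corrected inhibition above about 18%, plus a signal ratio from 0.5 to 1.5, limit read from the data, passing the limit was not always enough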; also: strong numbers were not always called active
# E coli Lon inh – inhibitors of E. coli Lon protease, primary screen, biochemical, fluorescence polarization | P0A9M0 | purified E. coli Lon protease | inhibition, % at 7.94 µM | 360,000 tested, 0.42% active | AID 602123, 2011; in the data active = inhibition above about 13%, passing the limit was not always enough;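 also: 0% = enzyme with probe and DMSO and 100% = no enzyme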
# Target sequence (P0A9M0 whole entry, looked up): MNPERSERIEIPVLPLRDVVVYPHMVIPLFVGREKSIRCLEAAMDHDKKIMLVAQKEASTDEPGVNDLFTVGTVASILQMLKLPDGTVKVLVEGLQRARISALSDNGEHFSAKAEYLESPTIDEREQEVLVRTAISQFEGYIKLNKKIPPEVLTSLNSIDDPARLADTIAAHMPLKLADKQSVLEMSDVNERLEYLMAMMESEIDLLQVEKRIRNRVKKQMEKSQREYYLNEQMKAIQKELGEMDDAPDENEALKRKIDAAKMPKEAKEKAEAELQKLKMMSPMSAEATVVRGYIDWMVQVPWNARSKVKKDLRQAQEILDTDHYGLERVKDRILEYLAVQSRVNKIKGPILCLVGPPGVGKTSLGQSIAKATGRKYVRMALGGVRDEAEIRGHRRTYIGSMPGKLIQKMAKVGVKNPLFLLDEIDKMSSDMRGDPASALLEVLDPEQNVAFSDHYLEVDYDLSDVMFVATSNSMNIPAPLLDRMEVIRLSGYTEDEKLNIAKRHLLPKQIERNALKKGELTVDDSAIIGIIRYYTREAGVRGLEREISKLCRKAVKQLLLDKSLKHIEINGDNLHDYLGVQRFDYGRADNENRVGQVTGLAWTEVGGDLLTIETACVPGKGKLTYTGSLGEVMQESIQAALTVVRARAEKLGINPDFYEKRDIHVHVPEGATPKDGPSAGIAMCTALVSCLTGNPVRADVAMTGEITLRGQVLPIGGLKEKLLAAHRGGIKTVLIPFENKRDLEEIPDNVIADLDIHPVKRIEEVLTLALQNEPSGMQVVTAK
# DNMT1 block – human DNMT1 methyltransferase inhibitors, primary screen, biochemical, molecular beacon, fluorescence, HinP1I cleavage, uHTS. DNA (cytosine-5)-methyltransferase 1 (Homo sapiens), P26358. 360,000 tested, 0.83% active. inhibition (reported as % activation of signal), % at 10 µM. AID 588458, 2011; in the data active = inhibition above about 50%
# Scp-1 inhibitor – Scp-1 phosphatase inhibitors, primary screen, biochemical, colorimetric, uHTS. inhibition, % at 20 µM. Recombinant Scp1, phosphopeptide, malachite green phosphate absorbance. 340,000 tested, 0.88% active;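 active = inhibition above about 50% at 20 µM, limit read from the data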;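 also: plate controls were DMSO wells with enzyme for no effect and wells lacking enzyme for full effect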
#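 Times: enzyme reaction 45 min at room temperature, colour 5 min, stabilisation 30 min. Material: SCP-1 catalytic fragment, aa 76-261. Medium: Acidic Tris acetate buffer with magnesium and detergent. Signal: colorimetric free-phosphate detection, absorbance 630 nm. Read-out basis: % inhibition of SCP-1 phosphate liberation. Reagent: Phosphorylated 17-residue peptide substrate.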
# TbMetRS inhib – T. brucei MetRS inhibitors, primary screen, biochemical, luminescence; purified T. brucei MetRS, ATP depletion, Kinase-Glo luminescence; inhibition, % at 11.9 µM; methionyl-tRNA synthetase (Trypanosoma brucei brucei); 360,000 tested, 0.4% active; AID 624268, 2012;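 active = inhibition above a per-plate cutoff of the control wells' mean inhibition plus 3 SD, cut at about 5.5% in these data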;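 also: 0% = DMSO wells median and 100% = median of wells with control inhibitor compound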
#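 Material: T. brucei methionyl-tRNA synthetase, purified; reagent: substrates ATP, L-methionine and bulk Escherichia coli tRNA; dosing: 11.9 µM single point; timing: 15 min plus 2 h at 25 °C; detection: luminescence of leftover ATP; evaluation: % inhibition; control set: DMSO-only wells as low control; replicates: singlicate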
# SUMO1-SIM PPI – modulators of SUMO1 protein-protein interactions, primary screen, biochemical, uHTS; Small ubiquitin-related modifier 1 (Homo sapiens), P63165; SUMO1 binding to a labelled peptide, TR-FRET, 1 h; 360,000 tested, 0.33% active; inhibition, % at 20 µM; in the data active = inhibition above about 37%
# Target sequence (P63165 whole entry, looked up): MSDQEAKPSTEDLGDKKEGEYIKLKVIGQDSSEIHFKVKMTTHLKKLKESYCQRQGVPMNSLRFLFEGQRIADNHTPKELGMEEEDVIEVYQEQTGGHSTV
# MsrA inh – bovine MsrA enzyme inhibitors, primary screen, biochemical, absorbance, HTS; 360,000 tested, 0.75% active; Methionine sulfoxide reductase A (Bos taurus); purified bovine MsrA, absorbance read-out; inhibition, % at 15.5 µM; in the data active = inhibition above about 4.5%;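 also: 0% = vehicle wells with enzyme and 100% = reference inhibitor wells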
# STEP inh – STEP phosphatase inhibitors, primary screen, biochemical, fluorescence intensity, uHTS | Tyrosine-protein phosphatase non-receptor type 5 (Homo sapiens), P54829 | recombinant STEP, OMFP fluorogenic substrate | inhibition, % at 20 µM | 360,000 tested, 0.25% active | AID 588621, 2011;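 active = inhibition at 20 µM, scaled per plate between control wells, above about 37%, limit read from the data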;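 also: 0% = DMSO with enzyme and substrate and 100% = substrate only without enzyme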
#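 Also added – OMFP at 25 µM · Test system – STEP tyrosine phosphatase · Technique – FITC-channel fluorescence of OMFP product · Schedule – 20 min at room temperature, dark · Evaluation – control-normalized % inhibition with plate pattern correction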
# bovine MsrA act – bovine MsrA enzyme activators, primary screen, biochemical, absorbance, HTS; purified bovine MsrA, absorbance read-out; AID 602163, 2012; activation, % at 10.6 µM; Methionine sulfoxide reductase A (Bos taurus); 360,000 tested, 0.3% active; in the data active = activation above about 7.5%;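 also: 0% = vehicle and 100% = reference activator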
# LMPTP block – LMPTP phosphatase inhibitors, primary screen, biochemical, fluorescence intensity, uHTS; 360,000 tested, 0.22% active; recombinant LMPTP-A, OMFP fluorogenic substrate; inhibition, % at 20 µM; Low molecular weight phosphotyrosine protein phosphatase (Homo sapiens), P24666;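 active = compounds that cut the enzyme signal by at least half of the control window in the single-dose screen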;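 also: plate controls were DMSO wells with enzyme plus substrate for no effect and substrate without enzyme for full effect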
# Target sequence (P24666 whole entry, looked up): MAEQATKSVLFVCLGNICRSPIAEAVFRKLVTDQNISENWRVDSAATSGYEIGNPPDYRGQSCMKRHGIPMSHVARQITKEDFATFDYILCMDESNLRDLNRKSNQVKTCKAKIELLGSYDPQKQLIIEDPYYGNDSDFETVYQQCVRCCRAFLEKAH
#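 Material: LMPTP-A; amount: 0.625 nM enzyme; doses: single 20 µM dose; times: reaction 50 min, room temperature, dark; technique: fluorescence intensity of OMFP turnover product; benchmarks: no-enzyme and uninhibited controls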
# Starred values were filed as active, the others as inactive; . = no result given.
SMILES,CendR NRP1 mod,E coli Lon inh,DNMT1 block,Scp-1 inhibitor,TbMetRS inhib,SUMO1-SIM PPI,MsrA inh,STEP inh,bovine MsrA act,LMPTP block
CCNc1nc(NC(C)(C)C)nc(SC(C(C)=O)C(C)=O)n1,-9,10,0,-6,-0.6,-3,0.7,1,-5,0.5
Cn1c(SCC(=O)Nc2ccc(C(N)=O)cc2)nnc1-c1cccs1,8,16,5,4,0.8,0,-0.5,4,-1,1.2
O=C(CC1CCCC1)Nc1ccc(Br)cc1,2,-7,-1,-5,0.3,2,-0.5,-2,-2,-0.5
NC(=O)COC(=O)CC12CC3CC(CC(C3)C1)C2,3,0,2,-9,-0.4,20,-1.4,1,0,0.0
COc1ccc(-c2csc(N3CCC(C(N)=O)CC3)n2)cc1,13,-10,-7,-6,-0.1,-8,0.2,0,1,0.5
CC1(C)COC(/C=C/c2cccc([N+](=O)[O-])c2)=N1,1,-5,-1,-1,-0.2,-19,-0.7,5,-4,-0.5
CCOC(=O)Cc1ccc(NC(=O)c2ccccc2Br)cc1,-4,1,2,-6,-0.4,3,0.0,1,0,-0.8
COc1cc(/C=N/OCC(=O)Nc2ccc(OC(F)F)cc2)ccc1OCc1ccccc1,-46,-18,-15,-20,-0.4,-1,1.3,-1,-4,3.9
COc1ccc(-c2cc(C(=O)NCC(c3ccccc3)N(C)C)c3ccccc3n2)cc1OC (stereo not drawn),-2,1,-2,-3,-0.6,-15,1.5,1,-2,1.5
COc1ccc(-c2nc(CS(=O)CC(=O)NCc3ccc(Cl)cc3)c(C)o2)cc1 (stereo not drawn),2,-6,1,-5,-0.8,-3,2.8,-4,-4,0.3
Cc1ccc(NC(=O)CN(C)S(=O)(=O)c2cccc3cccnc23)c(C)c1,-1,3,1,1,0.6,-1,0.9,8,-2,-0.8
COc1ccc(NC2=NCC(=O)N2Cc2cccs2)cc1,8,-3,2,-3,-0.3,1,0.1,-3,1,0.5
O=C(CN1CCN(C(=O)c2ccccc2)CC1)Nc1ccc(Cl)cc1F,8,-7,-2,-3,0.6,-5,-0.8,1,-1,0.6
COc1ccc(S(=O)(=O)N(C)C)cc1NC(=O)[C@H](Cc1ccccc1)N1C(=O)c2ccccc2C1=O,-3,-2,-11,3,0.6,-5,-0.8,0,-1,1.4
CCN(C(C)=O)c1cccc2ccccc12,-1,-4,-2,-10,-0.3,-3,.,0,-2,-0.6
O=C(N/N=C/c1ccc([N+](=O)[O-])cc1)c1ccccc1OCc1ccccc1,1,-8,1,-7,-0.5,-28,-0.2,5,-6,5.4
Cc1cc(C)cc(NC(=O)C2CCN(S(=O)(=O)c3c(C)n[nH]c3C)CC2)c1,1,-18,-1,-3,-0.8,0,0.1,-7,-5,-1.8
Cn1cc(CCCC(=O)NCc2ccccc2)c2ccccc21,-1,-13,0,-8,-1.0,-1,-0.5,3,-3,0.1
Cc1cccc(C)c1N1C(=O)c2ccccc2NC(=O)C1C(=O)Nc1ccc2c(c1)OCCO2 (stereo not drawn),-4,.,.,.,-0.1,-1,-0.2,.,.,-0.2
CC(=O)Cc1nsc(NC(=O)c2oc(-c3ccccc3Cl)cc2C)n1,-6,11,-1,-7,-0.5,-5,2.2,0,-15,4.2

# 4 compounds picked at random from the list so far:
SMILES,CendR NRP1 mod,E coli Lon inh,DNMT1 block,Scp-1 inhibitor,TbMetRS inhib,SUMO1-SIM PPI,MsrA inh,STEP inh,bovine MsrA act,LMPTP block
Cn1c(SCC(=O)Nc2ccc(C(N)=O)cc2)nnc1-c1cccs1,8,16,5,4,0.8,0,-0.5,4,-1,1.2
CCN(C(C)=O)c1cccc2ccccc12,-1,-4,-2,-10,-0.3,-3,.,0,-2,-0.6
COc1cc(/C=N/OCC(=O)Nc2ccc(OC(F)F)cc2)ccc1OCc1ccccc1,-46,-18,-15,-20,-0.4,-1,1.3,-1,-4,3.9
CC(=O)Cc1nsc(NC(=O)c2oc(-c3ccccc3Cl)cc2C)n1,-6,11,-1,-7,-0.5,-5,2.2,0,-15,4.2

# Next part.
SMILES,CendR NRP1 mod,E coli Lon inh,DNMT1 block,Scp-1 inhibitor,TbMetRS inhib,SUMO1-SIM PPI,MsrA inh,STEP inh,bovine MsrA act,LMPTP block
CCC(=O)N1CCCC(C(=O)NS(=O)(=O)c2cc(C)c(Cl)cc2C)CC1 (stereo not drawn),3,-15,2,.,0.6,2,-0.1,8,-1,-0.9
Nc1cc(N)nc(SCC(=O)N2CCc3ccccc32)n1,15,14,-2,0,-0.5,3,-0.3,-1,-2,0.2
CC(C)Cc1ccc(C(C)C(=O)Nc2nccs2)cc1 (stereo not drawn),10,3,7,-2,-0.1,1,1.3,-3,-1,-0.4
CCOc1ccc(CN(C)CC(=O)Nc2ccc3c(c2)CCC3)cc1OC,9,2,2,-6,0.2,0,0.3,1,-1,0.1
COC(C(=O)Nc1ccc(F)c(F)c1)c1ccccc1 (stereo not drawn),0,7,3,-11,-1.2,5,-0.2,1,-10,-1.2
CCC(C)Nc1nc2ccccc2n2c(C)nnc12 (stereo not drawn),9,6,-1,-7,-0.5,-2,2.4,-1,-1,-1.0
O=C(NCCCCNC(=O)c1cccs1)c1cccs1,-6,10,3,-8,-1.2,1,0.8,0,-6,0.7
COCCN(C(=O)COC(=O)C1CC(=O)N(c2ccc(C)cc2)C1)c1c(N)n(Cc2ccccc2)c(=O)[nH]c1=O (stereo not drawn),3,-18,-1,.,-0.4,-1,-0.4,-3,-2,-1.8
CC1Cc2ccccc2N1C(=O)CN1C(=O)C(=O)N(Cc2ccccc2)C1=O (stereo not drawn),2,-5,0,-19,-1.6,0,2.1,-3,-7,0.8
COc1ccc(C2C(C(C)=O)=C(O)C(=O)N2c2nccs2)c(OC)c1 (stereo not drawn),3,-3,7,-5,2.2,-7,1.8,0,-5,-0.9
Cc1ccc([C@H]2C(C(=O)O)=CC[C@@H](c3ccc(C(C)C)cc3)N2S(=O)(=O)c2ccc(C)cc2)cc1,-20,16*,12,0,-0.5,10,-1.1,1,5,0.9
CN(C)c1nc(N/N=C/c2c[nH]c3ccccc23)nc(N2CCOCC2)n1,-12,1,12,11,-1.1,-2,1.3,0,-13,0.5
Cc1cc(N2CCN(C(c3ccccc3)c3ccccc3)CC2)n2ncnc2n1,3,-7,-1,-2,-0.1,1,-0.6,2,5,-1.3
COCn1c(COc2ccccc2)nc2ccccc21,2,-5,1,-5,-0.8,-5,-0.5,2,-3,-2.3
Cc1c(C(=O)Nc2cccc(Cl)c2)c2ccccn2c1CCc1ccncc1,-6,-2,-7,12,-0.9,-1,-0.1,-1,-11,2.9
COc1cccc(C(C(=O)NC(C)(C)C)N(CCC(C)C)C(=O)CCC(=O)Nc2cc(C)on2)c1OC (stereo not drawn),-5,0,1,-5,-0.8,3,-0.2,0,-8,-1.2
O/N=C(/CCc1ccccc1)c1ccc2c(c1)OCCO2,-11,-3,-2,0,-0.9,-4,0.0,-2,-9,-0.3
CCN(CC)S(=O)(=O)c1cc(NC(=O)COC(=O)CCC(=O)c2cccs2)ccc1C,26*,-7,-7,-9,-0.6,-3,1.6,0,8.4*,0.7
Cc1cc(C)c2nc3sc(C(=O)N4CCOCC4)c(N)c3cc2c1,-40,-7,-6,-13,-0.5,-26,-0.2,1,-2,2.7
C[C@]12CC[C@H](O)CC1=CCC1C2CC[C@@]2(C)C1CC[C@@H]2NC(=O)[C@@H](N)Cc1cnc[nH]1 (stereo partly drawn),4,0,-8,-12,-0.1,-5,-1.4,1,-2,-0.4
Cc1cccc(NC(=O)c2cccc(NC(=O)c3ccco3)c2)c1,-6,-2,-2,-5,-0.4,0,-0.7,2,-2,0.0
O=C(N/N=C/c1c[nH]c2ccccc12)c1cc(-c2ccccc2)n[nH]1,-5,-2,-16,1,0.2,19,0.3,-2,-5,1.8
CCCCNc1nc(-c2ccccc2)cc(C(F)(F)F)c1C(N)=O,8,-5,6,-11,-0.2,2,0.6,-2,-1,-0.8
C[C@@]12C(=O)Nc3ccc(Br)cc3C(=O)N1[C@H]1c3cc(Cl)ccc3OC[C@@H]1[C@@H]2c1ccccc1,-11,-1,0,-5,-0.1,0,.,3,-5,2.7
O=C(NCC1CCCO1)c1cccc(NC(=O)c2ccco2)c1 (stereo not drawn),-14,-5,3,8,-0.3,1,1.0,9,-2,-0.6
CCOc1cccc(/C(O)=C2/C(=O)C(=O)N(CCOC)C2c2ccco2)c1 (stereo not drawn),-4,-4,19,22,0.0,-4,1.9,2,-2,-2.9
O=c1cc(CNCCCO)c2ccccc2[nH]1,0,2,1,-8,-1.1,-1,2.1,-4,-5,-0.1
O=C(Nc1ccccc1)NC1CCN(Cc2ccccc2)CC1,7,3,-1,-4,-0.5,6,-1.3,-1,-2,-1.4
COC(=O)C1C(c2ccccc2)NC(=O)NC1(O)C(F)(F)Cl (stereo not drawn),10,1,-2,-4,-0.8,22,-0.9,-1,1,-1.0
CCCn1c(CN2CCN(C)CC2)nc2ccccc21,-2,5,2,-8,0.1,-1,-0.7,-2,-3,-1.1
CC(=O)N/C(=N/c1nc(C)cc(C)n1)Nc1ccc(F)cc1F,-1,0,0,-12,-0.6,8,-0.2,-2,-4,-0.8
Cc1noc(C)c1COc1ccc(C(=O)NCCc2ccccn2)cc1,10,-7,1,-1,1.8,-4,-1.8,0,-2,0.8
CNC(=O)CSc1nnc(C2CC2)n1-c1ccccc1,14,4,4,-3,-0.8,1,-0.4,-1,-10,-0.8
Nn1c(=O)c2ccccc2n2c(SCc3ccccc3)nnc12,18,-10,1,0,0.0,-1,-0.2,5,1,-3.5
O=C(OCc1nnc(-c2ccccc2)o1)c1cc(S(=O)(=O)N2CCOCC2)c(Cl)cc1Cl,-2,-4,-2,-5,-0.9,2,0.5,-1,-8,0.9

# Full records as entered above. Order of screens: CendR NRP1 mod | E coli Lon inh | DNMT1 block | Scp-1 inhibitor | TbMetRS inhib | SUMO1-SIM PPI | MsrA inh | STEP inh | bovine MsrA act | LMPTP block
# Cc1noc(C)c1COc1ccc(C(=O)NCCc2ccccn2)cc1 in the list: 10 | -7 | 1 | -1 | 1.8 | -4 | -1.8 | 0 | -2 | 0.8
# C[C@@]12C(=O)Nc3ccc(Br)cc3C(=O)N1[C@H]1c3cc(Cl)ccc3OC[C@@H]1[C@@H]2c1ccccc1 in the list: -11 | -1 | 0 | -5 | -0.1 | 0 | . | 3 | -5 | 2.7

# Bioassay records: PubChem BioAssay, several laboratories
